MsrA inh: bovine MsrA enzyme inhibitors, primary screen, biochemical, absorbance, HTS; Methionine sulfoxide reductase A (Bos taurus); purified bovine MsrA, absorbance read-out; inhibition, % at 15.5 µM; 0.75% of 360,000 active; AID 651718, 2012; in the data active means inhibition above about 4.5%;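 further: 0% = vehicle wells with enzyme and 100% = reference inhibitor wells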
Rin1 Abl inh: inhibitors of Rin1-Abl protein binding, primary screen, biochemical, TR-FRET; 0.4% of 360,000 active; Tyrosine-protein kinase ABL1 (Homo sapiens) + Ras and Rab interactor 1 (Homo sapiens), …; inhibition, % at 7.35 µM; in the data active means inhibition above about 5%, passing the limit was not always enough
MT1-MMP act inh: blockers of MT1-MMP proenzyme processing, primary screen, HT1080 RFP-PRO-GFP cells, GFP/RFP fluorescence; Matrix metalloproteinase-14 (Homo sapiens), P50281; GFP/RFP ratio fluorescence, overnight; percent of plate control window, DMSO zero; GFP/RFP ratio change, % at 20 µM; 0.061% of 360,000 active;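 active means GFP/RFP ratio change of at least 30% with cell ATP level not reduced by more than half and red fluorescence within 50% of control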; further: strong numbers were not always called active
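Assay system: RFP-PRO-GFP reporter HT1080 cells; read-out basis: GFP/RFP fluorescence ratio; benchmarks: DMSO wells and RFP-L50D-GFP cells; doses: 20 µM single dose, 1% DMSO; schedule: overnight cell settling, then overnight compound exposure, 37 °C, 5% CO2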
FAS-TE inh: FAS thioesterase domain inhibitors, primary screen, biochemical, fluorescence intensity, uHTS; Fatty acid synthase (Homo sapiens), P49327; recombinant FAS-TE, OMFH fluorogenic substrate, fluorescence endpoint; inhibition, % at 15 µM; 0.67% of 360,000 active; AID 602261, 2012;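 active means compounds whose normalised, plate-corrected inhibition of enzyme fluorescence in the single-dose primary screen is 50% or more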;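 further: 0% = DMSO with enzyme and 100% = substrate without enzyme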
CSN deneddyl inh: inhibitors of CSN-mediated cullin deneddylation, primary screen, biochemical, fluorescence polarization, uHTS; Purified CSN, SCF-Nedd8-OG deneddylation; 0.38% of 360,000 active; COP9 signalosome complex subunit 5 (Homo sapiens), Q92905; inhibition, % at 12.5 µM;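 active means pattern-corrected inhibition above about 35%, with an unprinted fluorescence ratio check between 0.5 and 1.5, limit read from the data, passing the limit was not always enough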;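 further: 0% = enzyme with substrate and 100% = substrate without enzyme; some results filed as inactive read as strong as hits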
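Test system: purified human Csn5 enzyme expressed in HEK293T cells. Amount: 0.24 nM enzyme. Reagent: SCFSkp2-Nedd8OG substrate at 10 nM final. Schedule: 90 min incubation of compound, enzyme and substrate at room temperature. Detection: fluorescence polarization. Read-out: % inhibition of substrate cleavage by Csn5.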
MsrA act: bovine MsrA enzyme activators, primary screen, biochemical, absorbance, HTS | AID 602163, 2012 | purified bovine MsrA, absorbance read-out | 0.3% of 360,000 active | activation, % at 10.6 µM; in the data active means activation above about 7.5%;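 further: 0% = vehicle and 100% = reference activator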
Rpn11 block: Rpn11 (PSMD14) deubiquitinase inhibitors, primary screen, biochemical, fluorescence polarization, uHTS | calls only at 20 µM | 26S proteasome non-ATPase regulatory subunit 14 (Homo sapiens), O00487 | human 26S proteasome, Ub4-pepOG fluorescence polarization; 20S core pre-blocked with epoxomicin | 0.59% of 360,000 active | AID 588493, 2011;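 active means inhibition at 20 µM, scaled to each plate's controls, above about 33%, limit read from the data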
Target sequence (O00487 whole entry, looked up): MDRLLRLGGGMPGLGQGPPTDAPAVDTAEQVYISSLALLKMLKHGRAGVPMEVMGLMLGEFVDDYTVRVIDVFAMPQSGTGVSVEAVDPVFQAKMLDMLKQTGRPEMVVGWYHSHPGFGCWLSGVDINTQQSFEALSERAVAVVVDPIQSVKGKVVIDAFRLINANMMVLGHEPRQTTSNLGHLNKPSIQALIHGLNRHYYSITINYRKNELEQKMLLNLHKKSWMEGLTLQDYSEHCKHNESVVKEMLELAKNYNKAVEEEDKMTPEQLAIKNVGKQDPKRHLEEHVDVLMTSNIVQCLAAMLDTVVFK
PABP1 MLLE inh: inhibitors of PABP1 MLLE–PAM2 peptide binding, primary screen, biochemical, fluorescence polarization, FITC-PAM2, GST-MLLE. inhibition, % at 20 µM. 0.36% of 360,000 active. AID 588489, 2011; in the data active means inhibition above about 35%, passing the limit was not always enough;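 further: plate controls were DMSO wells with GST-MLLE for no effect and wells lacking GST-MLLE protein for full effect; some results filed as inactive read as strong as hits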
E coli Lon inh: inhibitors of E. coli Lon protease, primary screen, biochemical, fluorescence polarization. P0A9M0. purified E. coli Lon protease. inhibition, % at 7.94 µM. 0.42% of 360,000 active; in the data active means inhibition above about 13%, passing the limit was not always enough;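 further: 0% = enzyme with probe and DMSO and 100% = no enzyme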
Target sequence (P0A9M0 whole entry, looked up): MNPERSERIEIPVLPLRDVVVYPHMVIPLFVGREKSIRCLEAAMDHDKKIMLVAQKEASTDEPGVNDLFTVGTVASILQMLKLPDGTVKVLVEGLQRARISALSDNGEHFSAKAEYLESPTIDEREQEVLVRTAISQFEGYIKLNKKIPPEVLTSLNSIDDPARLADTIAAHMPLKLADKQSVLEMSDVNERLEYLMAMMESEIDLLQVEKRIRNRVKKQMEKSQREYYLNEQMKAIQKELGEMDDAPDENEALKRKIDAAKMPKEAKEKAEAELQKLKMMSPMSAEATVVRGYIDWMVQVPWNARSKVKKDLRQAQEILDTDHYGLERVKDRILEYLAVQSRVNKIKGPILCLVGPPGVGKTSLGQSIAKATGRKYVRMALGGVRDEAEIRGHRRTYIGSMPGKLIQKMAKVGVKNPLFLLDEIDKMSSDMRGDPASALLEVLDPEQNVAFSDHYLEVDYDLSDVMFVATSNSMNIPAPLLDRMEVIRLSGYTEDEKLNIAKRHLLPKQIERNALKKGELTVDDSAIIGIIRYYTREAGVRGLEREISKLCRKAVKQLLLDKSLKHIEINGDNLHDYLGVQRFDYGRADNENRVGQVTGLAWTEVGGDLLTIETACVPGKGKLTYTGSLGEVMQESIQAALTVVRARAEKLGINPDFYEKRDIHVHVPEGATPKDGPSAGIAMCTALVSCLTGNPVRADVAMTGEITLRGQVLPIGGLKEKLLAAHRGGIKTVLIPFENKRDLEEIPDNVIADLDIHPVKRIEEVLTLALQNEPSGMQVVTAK
* marks the source's active call; other numbers are inactive results. No enrichment for hits. About 3.7% of those tested had a hit in this group.

What do the screens show for `COc1ccc(-c2nc3nc(C)cc(=O)n3[nH]2)cc1`?
MsrA inh: 0.4; Rin1 Abl inh: -3; MT1-MMP act inh: -1; FAS-TE inh: -11; CSN deneddyl inh: 3; MsrA act: -3; Rpn11 block: inactive; PABP1 MLLE inh: 1; E coli Lon inh: -5

What do the screens show for `CC/C(O)=C1\C(=O)CCCC1=NCc1nc2ccccc2[nH]1`?
MsrA inh: 1.3; Rin1 Abl inh: 0; MT1-MMP act inh: 4; FAS-TE inh: -3; CSN deneddyl inh: 4; MsrA act: -8; Rpn11 block: inactive; PABP1 MLLE inh: -10; E coli Lon inh: -7

Results for C=CCn1c(SCC(=O)Nc2sccc2C(N)=O)nc2ccc(Cl)cc2c1=O ?
MsrA inh: -0.1; Rin1 Abl inh: -1; MT1-MMP act inh: -9; FAS-TE inh: 15; CSN deneddyl inh: -3; MsrA act: 0; Rpn11 block: inactive; PABP1 MLLE inh: -56; E coli Lon inh: -5

How did CCOc1ccccc1/C=N/Nc1ccnc(=O)[nH]1 do in these assays?
MsrA inh: 4.3; Rin1 Abl inh: -4; MT1-MMP act inh: 7; FAS-TE inh: -4; CSN deneddyl inh: 1; MsrA act: -3; Rpn11 block: inactive; PABP1 MLLE inh: -15; E coli Lon inh: 6

What do the screens show for `CC(=O)c1ccc(NC(=O)C2C3C=CC(O3)C2C(=O)O)cc1` (stereo not given)?
MsrA inh: 0.3; Rin1 Abl inh: 3; MT1-MMP act inh: -2; FAS-TE inh: -2; CSN deneddyl inh: 0; MsrA act: -10; Rpn11 block: inactive; PABP1 MLLE inh: -10; E coli Lon inh: 4

What do the screens show for `O=C(CCCOc1cccc(Br)c1)NC1CCC(O)CC1` (stereo not given)?
MsrA inh: -0.3; Rin1 Abl inh: -1; MT1-MMP act inh: 4; FAS-TE inh: -4; CSN deneddyl inh: -2; MsrA act: -1; Rpn11 block: inactive; PABP1 MLLE inh: -14; E coli Lon inh: 5

Results for Cc1cc(OCC(=O)O)c2ccccc2n1 ?
MsrA inh: 1.0; Rin1 Abl inh: 2; MT1-MMP act inh: -1; FAS-TE inh: -5; CSN deneddyl inh: 1; MsrA act: -3; Rpn11 block: inactive; PABP1 MLLE inh: 4; E coli Lon inh: 7

How did CN(CC(=O)Nc1ccc(F)cc1)C(=O)CN1C(=O)c2ccccc2C1=O do in these assays?
MsrA inh: 0.1; Rin1 Abl inh: 3; MT1-MMP act inh: 1; FAS-TE inh: -7; CSN deneddyl inh: -6; MsrA act: -2; Rpn11 block: inactive; PABP1 MLLE inh: -3; E coli Lon inh: 0

What do the screens show for `CC1(C)N=C(SCC(=O)Nc2ccccc2)C(c2ccc(Cl)cc2)=N1`?
MsrA inh: -0.1; Rin1 Abl inh: 4; MT1-MMP act inh: 0; FAS-TE inh: 10; CSN deneddyl inh: 2; MsrA act: -6; Rpn11 block: inactive; PABP1 MLLE inh: 44*; E coli Lon inh: 1

What do the screens show for `Cc1csc(NC(=O)c2ccc3ccccc3n2)n1`?
MsrA inh: -0.1; Rin1 Abl inh: 2; MT1-MMP act inh: 1; FAS-TE inh: 6; CSN deneddyl inh: 3; MsrA act: -4; Rpn11 block: inactive; PABP1 MLLE inh: -2; E coli Lon inh: -8

How did O=C(Nc1ccccc1NC(=O)c1ccco1)c1ccco1 do in these assays?
MsrA inh: 0.5; Rin1 Abl inh: -5; MT1-MMP act inh: 0; FAS-TE inh: -4; CSN deneddyl inh: -2; MsrA act: 0; Rpn11 block: inactive; PABP1 MLLE inh: 0; E coli Lon inh: -2

How did O=C(Nc1ccc(N2CCCCC2)cc1)c1cccnc1Cl do in these assays?
MsrA inh: -0.8; Rin1 Abl inh: -5; MT1-MMP act inh: -8; FAS-TE inh: -4; CSN deneddyl inh: 6; MsrA act: -2; Rpn11 block: inactive; PABP1 MLLE inh: -17; E coli Lon inh: -5

What do the screens show for `Cc1ccc(-c2nc(N/N=C/c3ccccc3[N+](=O)[O-])c3ccccc3n2)cc1`?
MsrA inh: 0.3; Rin1 Abl inh: 3; MT1-MMP act inh: -4; FAS-TE inh: 6; CSN deneddyl inh: 3; MsrA act: -9; Rpn11 block: inactive; PABP1 MLLE inh: 11; E coli Lon inh: -3

How did O=C(O)C1OC2OC3(CCCCC3)OC2C2OC3(CCCCC3)OC12 (stereo not given) do in these assays?
MsrA inh: -1.3; Rin1 Abl inh: 1; MT1-MMP act inh: 0; FAS-TE inh: -10; CSN deneddyl inh: -3; MsrA act: -12; Rpn11 block: inactive; PABP1 MLLE inh: 8; E coli Lon inh: 11

What do the screens show for `Cc1ccc(S(=O)(=O)NNC(=O)c2cccnc2)cc1`?
MsrA inh: -0.4; Rin1 Abl inh: 4; MT1-MMP act inh: 0; FAS-TE inh: -10; CSN deneddyl inh: 6; MsrA act: -6; Rpn11 block: inactive; PABP1 MLLE inh: 0; E coli Lon inh: 1

Results for Cc1ccc(N2CN(CCc3ccccc3)CNC2=S)cc1 ?
MsrA inh: -2.0; Rin1 Abl inh: -5; MT1-MMP act inh: -1; FAS-TE inh: 0; CSN deneddyl inh: 5; MsrA act: -1; Rpn11 block: inactive; PABP1 MLLE inh: -83; E coli Lon inh: -4

Results for O=C(OCC(=O)N1CCN(Cc2ccccc2)CC1)c1ccc(Cl)cc1 ?
MsrA inh: -0.4; Rin1 Abl inh: 0; MT1-MMP act inh: -2; FAS-TE inh: 0; CSN deneddyl inh: 1; MsrA act: -3; Rpn11 block: inactive; PABP1 MLLE inh: 8; E coli Lon inh: 3

What do the screens show for `CCN(CC(=O)Nc1sc2c(c1C#N)CCC(C)C2)Cc1nc2ccccc2c(=O)[nH]1` (stereo not given)?
MsrA inh: -2.3; Rin1 Abl inh: 4; MT1-MMP act inh: 0; FAS-TE inh: 21; CSN deneddyl inh: 0; MsrA act: -5; Rpn11 block: inactive; PABP1 MLLE inh: 10; E coli Lon inh: -9

What do the screens show for `Cc1cc(NC(=O)CSc2nnc(COc3ccccc3)o2)no1`?
MsrA inh: -0.4; Rin1 Abl inh: -5; MT1-MMP act inh: 0; FAS-TE inh: -6; CSN deneddyl inh: 1; MsrA act: -3; Rpn11 block: inactive; PABP1 MLLE inh: -8; E coli Lon inh: 1

Results for CC(=O)N=c1sccn1CC(O)c1ccc(Br)cc1 (stereo not given) ?
MsrA inh: -0.1; Rin1 Abl inh: 5; MT1-MMP act inh: 4; FAS-TE inh: -2; CSN deneddyl inh: 1; MsrA act: -6; Rpn11 block: inactive; PABP1 MLLE inh: 1; E coli Lon inh: 1

What do the screens show for `CCN(CC)C(=O)C(Oc1ccc(C)nc1[N+](=O)[O-])c1ccccc1` (stereo not given)?
MsrA inh: 0.4; Rin1 Abl inh: 0; MT1-MMP act inh: 1; FAS-TE inh: -3; CSN deneddyl inh: 1; MsrA act: -2; Rpn11 block: inactive; PABP1 MLLE inh: 7; E coli Lon inh: 6

What do the screens show for `C#CCOCCOCCOCCNc1nc(N2CCN(C(=O)CCCCCCCCCCNC(=O)Cn3cc(C[C@@H](C)O)nn3)CC2)nc(N2CCN(C(=O)CCCCCCCCCCNC(=O)[C@H](CCCCN)n3cc(CCCC(=O)O)nn3)CC2)n1`?
MsrA inh: -0.1; Rin1 Abl inh: 6; MT1-MMP act inh: 5; FAS-TE inh: -40; CSN deneddyl inh: 5; MsrA act: 4; Rpn11 block: inactive; PABP1 MLLE inh: -10; E coli Lon inh: -14

How did O=[N+]([O-])c1ccc(-c2ccc(S(=O)(=O)N3CCOCC3)cc2)cc1 do in these assays?
MsrA inh: -0.4; Rin1 Abl inh: 1; MT1-MMP act inh: -4; FAS-TE inh: 2; CSN deneddyl inh: 7; MsrA act: -2; Rpn11 block: inactive; PABP1 MLLE inh: 3; E coli Lon inh: 2

What do the screens show for `COc1cccc(CCN2C(=O)CCC3=C2CCC3=O)c1`?
Rin1 Abl inh: 1; MT1-MMP act inh: 3; FAS-TE inh: -1; CSN deneddyl inh: 2; MsrA act: -4; Rpn11 block: inactive; PABP1 MLLE inh: -1; E coli Lon inh: -6

Results for COc1ccc(COCC(O)CN(Cc2ccco2)Cc2ccccc2O)cc1 (stereo not given) ?
MsrA inh: 0.1; Rin1 Abl inh: -3; MT1-MMP act inh: -4; FAS-TE inh: 7; CSN deneddyl inh: 0; MsrA act: -1; Rpn11 block: inactive; PABP1 MLLE inh: 2; E coli Lon inh: 2

Results for O=C1N/C(=C\c2ccc(O)cc2)C(O)=C1C=NCc1ccccc1 ?
MsrA inh: 4.9*; Rin1 Abl inh: -3; MT1-MMP act inh: -3; FAS-TE inh: -4; CSN deneddyl inh: -12; MsrA act: -4; Rpn11 block: inactive; PABP1 MLLE inh: 5; E coli Lon inh: -1

What do the screens show for `CC1(C)Cc2nc3oc4c(N(CCO)Cc5ccccc5)ncnc4c3cc2CO1`?
MsrA inh: 2.2; Rin1 Abl inh: -2; MT1-MMP act inh: -4; FAS-TE inh: -2; CSN deneddyl inh: 0; MsrA act: -2; Rpn11 block: inactive; PABP1 MLLE inh: -5; E coli Lon inh: 0

What do the screens show for `COc1ccc(OC)c(NC(=S)NCCSc2ccc(C)cc2)c1`?
MsrA inh: -0.9; Rin1 Abl inh: 0; MT1-MMP act inh: 2; FAS-TE inh: 17; CSN deneddyl inh: -13; MsrA act: -6; Rpn11 block: inactive; PABP1 MLLE inh: -33; E coli Lon inh: 18

Results for O=[N+]([O-])c1cccc(C=NN=Cc2ccccc2O)c1 ?
MsrA inh: 0.7; Rin1 Abl inh: 3; MT1-MMP act inh: 2; FAS-TE inh: 6; CSN deneddyl inh: 1; MsrA act: -8; Rpn11 block: inactive; PABP1 MLLE inh: -7; E coli Lon inh: 1

What do the screens show for `Cc1ccc(NC(=O)C2CCN(C(=O)NCc3ccccc3)CC2)cc1C`?
MsrA inh: -0.5; Rin1 Abl inh: 0; MT1-MMP act inh: -1; FAS-TE inh: -2; CSN deneddyl inh: -3; MsrA act: -4; Rpn11 block: inactive; PABP1 MLLE inh: -3; E coli Lon inh: 1

Results for O=C(/C=C/c1ccco1)N1CCN(c2ncccn2)CC1 ?
MsrA inh: 0.8; Rin1 Abl inh: -7; MT1-MMP act inh: -4; FAS-TE inh: -7; CSN deneddyl inh: -6; MsrA act: -3; Rpn11 block: inactive; PABP1 MLLE inh: 68*; E coli Lon inh: -2

Results for O=C(CN1CCN(S(=O)(=O)c2ccc(Cl)cc2)CC1)NC1CC1 ?
MsrA inh: -0.8; Rin1 Abl inh: -2; MT1-MMP act inh: -1; FAS-TE inh: -2; CSN deneddyl inh: 2; MsrA act: -1; Rpn11 block: inactive; PABP1 MLLE inh: -12; E coli Lon inh: -5
